# PGC1a acetyl inh = inhibitors of PGC1a acetylation signal, primary screen, cell-based, U2OS, AlphaScreen, inhibitor mode. inhibition, % at 15.6 µM. AlphaScreen anti-acetyl-lysine; with virally co-expressed GCN5 acetyltransferase. actives 0.17% (n = 350,000);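 active = every replicate shows inhibition of at least 40%; inconclusive = mean inhibition at least 40% but some replicate below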;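 note: 0% = neutral control wells and 100% = positive control wells; some results beyond the cut were filed as inactive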
# GSIS activator = GLuc luminescence reporter in INS-1E cells, primary screen for activators of glucose-dependent secretion of insulin; INS-1E GLuc reporter insulin secretion, 2-3 h; activation, % at 16.6 µM; actives 0.61% (n = 370,000);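 active = lowest replicate activation of at least 40%, so every replicate reaches that level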;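 note: 0% = median of neutral control wells and 100% = median of IBMX positive control wells; some compounds called inactive have numbers as strong as hits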
# Cneo AK release = Cryptococcus neoformans cell lysis inducers, primary screen, AK release luminescence, single concentration | C. neoformans lysis, adenylate kinase release luminescence, 4 h; normalised: neutral wells 0, clomiphene wells 100 | lysis activity, % at 15 µM | actives 0.2% (n = 360,000);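 active = mean lysis activity across replicates of at least 80%, whatever share of replicates individually reach that level; inactive = mean lysis activity below 80%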
#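 Assay system: log-phase C. neoformans yeast / Quantity: yeast cell density of 5 × 10^6 cells/mL / Medium: fresh YPD growth medium / Compound: single dose / Timing: static 4 h at 37 °C with compound, 1 h detection / Measured by: adenylate kinase release luminescence / Read-out: lysis from increased AK signal / Benchmarks: Clomiphene as positive lysis control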
# PAX8 reporter = inhibitors of PAX8-driven TPO luciferase reporter, primary screen, RMG-I cells, single concentration. SteadyGlo, 24 h. inhibition, % at 12.6 µM. actives 1.2% (n = 360,000);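 active = mean replicate inhibition at least 60% with every replicate also reaching 60%; inconclusive = only one of the two criteria is met; inactive = mean below 60% and not all replicates reaching 60%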;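 note: luciferase light reporting Pax8 driven TPO promoter activity; plate controls were median of neutral control wells for no effect and mitoxantrone controls for full effect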
# PglD DTNB = C. jejuni PglD acetyltransferase inhibitors, primary screen, biochemical, DTNB colorimetric, single point | actives 0.098% (n = 360,000) | purified PglD enzyme, DTNB colorimetric CoA detection | AID 602405, 2012 | inhibition, % at 12.5 µM | UDP-N-acetylbacillosamine N-acetyltransferase PglD (Campylobacter jejuni); in the data active = inhibition above about 16%, passing the limit was not always enough; inconclusive = no clear call, values can overlap the other calls; note: strong numbers were not always called active
# Statin myotox sup = suppressors of statin myotoxicity in C2C12 myotubes, primary screen, cell-based, single point, plate reader; rescue of ATP level, % at 7.49 µM; actives 0.78% (n = 330,000); AID 602340, 2012; C2C12 myotubes + simvastatin, ATP luminescence, 48 h; scaled: DMSO 0, geranylgeraniol control 100;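 active = mean ATP rescue above about 67%, or every replicate alone reaching that limit, limit read from the data, passing the limit was not always enough; inconclusive = no clear call, values can overlap the other calls; inactive = mean under the limit and some replicate under it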;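 note: myotubes were challenged with 10 µM simvastatin during compound exposure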
# LGR2 inh = inhibitors of bursicon-induced LGR2 CRE-luciferase signal, primary screen, cell-based, HEK293, CRE-luciferase reporter, bursicon stimulation | Drosophila bursicon receptor LGR2 (rickets) | bursicon-stimulated, 4 h | inhibition, % at 9.99 µM | actives 0.35% (n = 380,000) | AID 720647, 2013;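 active = drop in luminescence signal, shown as inhibition above about 50% in the replicate tests, limit read from the data, passing the limit was not always enough; inconclusive = probably only some replicates passing the limit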;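 note: agonist challenge used bursicon conditioned medium at about half maximal strength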
# ARNT TACC3 PPI = disruptors of ARNT/TACC3 protein interaction, primary screen, biochemical, AlphaScreen, single concentration; Transforming acidic coiled-coil-containing protein 3 (Homo sapiens), Q9Y6A5; inhibition, % at 9.99 µM; AlphaScreen His-ARNT PAS-B/GST-TACC3 binding, luminescence; TACC3 fragment carries E629A point mutation; actives 0.66% (n = 390,000);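 active = mean inhibition of replicates at least 50% and at least half of replicates each reaching 50%; inconclusive = half or more replicates reach 50% but mean below 50%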;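 note: 0% = complete ARNT plus TACC3 wells and 100% = ARNT alone without TACC3; many hits fall short of the cut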
# * marks the source's active call; other numbers are inactive results; ? = inconclusive; / = no result given. This is a random part of the collection; about 2.9% have a hit in one of these screens.
SMILES,PGC1a acetyl inh,GSIS activator,Cneo AK release,PAX8 reporter,PglD DTNB,Statin myotox sup,LGR2 inh,ARNT TACC3 PPI
CCC(=O)NC(NC(=S)Nc1ccc(S(N)(=O)=O)cc1)C(Cl)(Cl)Cl (stereo unspecified),6,18,0,7,4,1,-20,-1
COc1cc(C2C(C(=O)OCCC#N)=C(C)NC3=C2S(=O)(=O)c2ccccc23)cc(OC)c1OC (stereo unspecified),4,/,1,/,-2,12,/,-4
COC(=O)c1sc(N)c(C(=O)OC)c1COC(=O)CCNS(=O)(=O)c1ccc(C)cc1,0,0,11,30,3,/,-11,-1
Cc1noc(C)c1S(=O)(=O)Nc1cccc2c1O[C@H](CN(C)S(C)(=O)=O)[C@H](C)CN([C@@H](C)CO)C2=O,-5,8,0,/,-15,4,17,-1
COc1ccc(C(=O)Nc2ccc3c(c2)OCCO3)c(OC)c1,13,12,-26,-147,2,0,-83,/
CN(C)c1ccc(NC(=S)c2ccc3ccccc3n2)cc1,8,-10,-4,-82,-2,-2,-111,-5
COc1ccccc1NC(=O)c1ccc(NC(=O)Cc2n[nH]c(=O)c3ccccc23)cc1,11,-1,0,5,-1,-75,9,-1
CCCn1c(SCC(=O)c2cc(C)c(C)cc2C)n[nH]c1=O,-4,12,/,/,/,/,3,-4
Fc1ccccc1-c1nnc2ccc3ccccc3n12,7,53*,2,-8,3,12,-10,-2
Cc1ccc(C(=O)NCCc2nnc3ccc(N4CCCC4)nn23)cc1,/,24,5,7,8,0,14,-9
CCOC(=O)C1=C(O)C(=O)N(CCCn2ccnc2)C1c1ccc(C)cc1 (stereo unspecified),-6,-6,/,-6,/,/,-1,0
O=C1CN(C(=O)CN2CCN(S(=O)(=O)c3ccccc3F)CC2)c2ccccc2N1,-20,-3,0,-3,2,14,-15,/
COc1cccc(NC(=O)COC(=O)c2ccccc2C(=O)N2CCN(c3ccccc3)CC2)c1,-13,13,/,6,/,/,1,4
COc1ccc(-c2c[n+]3c(n2-c2ccccc2)SCC3)cc1,7,2,2,7,-1,/,/,-7
O=C(COc1ccc(C(=O)NCCc2ccccc2)cc1)Nc1ccccc1,/,-1,/,14,/,/,14,2
CC1c2[nH]c3ccccc3c2C[C@H]2C(=O)N(CCCO)CC(=O)N12 (stereo partly specified),-11,7,-2,18,3,16,-5,-3
CCN(CC)CCn1c2c(c(SCC(=O)Nc3ccc4c(c3)OCCO4)nc1=O)CCC2,/,15,/,9,/,/,-9,-3
CC(=O)NC(C)C(=O)OCC(=O)c1ccc(-c2ccccc2)cc1 (stereo unspecified),2,5,-1,-15,5,2,3,-6
C#CCN(CC=C)C(=O)c1cccc(OC2CCN(S(C)(=O)=O)CC2)c1,-1,-10,1,18,1,1,5,-6
COCCN(C(=O)C1CC(=O)N(Cc2ccc(C)cc2)C1)c1c(N)n(CC(C)C)c(=O)[nH]c1=O (stereo unspecified),/,27,7,-9,-6,3,7,8
C=CCC[C@@H](Cc1ccc(F)cc1)C(=O)OC[C@@H](NC(=O)[C@H](CC=C)CC(=O)N(CCO)Cc1ccccc1)c1ccccc1,-1,-31,-5,54,7,2,43,5
CCOC(=O)c1[nH]c(C)c(C(=O)OCc2ccccc2F)c1C,/,9,0,27,-7,14,-17,/
O=C(NC[C@@H]1CCCO1)c1cccc2c1C(=O)c1ccc(Cl)cc1S2(=O)=O,-16,1,0,11,2,5,-6,-3
CC1CCC2C(C1)c1sc(=O)[nH]c1SC2(C)C (stereo unspecified),-10,/,-1,/,2,1,/,1
CC1Cc2ccccc2N1C(=O)CN1C(=O)NC(C)(CCc2ccccc2)C1=O (stereo unspecified),9,-15,3,15,-2,/,-25,7

# Entries of single compounds from above.
# `CCOC(=O)C1=C(O)C(=O)N(CCCn2ccnc2)C1c1ccc(C)cc1` (stereo unspecified) as listed: PGC1a acetyl inh = -6; GSIS activator = -6; Cneo AK release = /; PAX8 reporter = -6; PglD DTNB = /; Statin myotox sup = /; LGR2 inh = -1; ARNT TACC3 PPI = 0
# `CCC(=O)NC(NC(=S)Nc1ccc(S(N)(=O)=O)cc1)C(Cl)(Cl)Cl` (stereo unspecified) as listed: PGC1a acetyl inh = 6; GSIS activator = 18; Cneo AK release = 0; PAX8 reporter = 7; PglD DTNB = 4; Statin myotox sup = 1; LGR2 inh = -20; ARNT TACC3 PPI = -1

# (next part)
SMILES,PGC1a acetyl inh,GSIS activator,Cneo AK release,PAX8 reporter,PglD DTNB,Statin myotox sup,LGR2 inh,ARNT TACC3 PPI
O=C(CSc1nnc(-c2ccco2)n1CC1CCCO1)c1ccc(F)cc1 (stereo unspecified),-4,/,0,/,-5,3,/,-1
O=C(O)/C=C/C(=O)NC1CCCCCCCCCCC1,-14,23,0,-7,-4,1,-6,-7
OC(c1ccccc1)c1ncc(-c2cccc(C(F)(F)F)c2)[nH]1 (stereo unspecified),/,-16,-1,-5,-4,7,-2,/
CC(=O)NCc1ccc(S(=O)(=O)NC(C(=O)O)C(C)C)cc1 (stereo unspecified),11,-3,-4,3,2,-1,6,8
O=S(=O)(c1cccc(F)c1)N1CC[C@@H]2[C@H](CO)Nc3ccc(C#Cc4cccc(F)c4)cc3[C@@H]21,-11,19,2,0,3,-24,12,-2
Cc1ccc(C(=O)C(OC(=O)COc2ccccc2C)c2ccccc2)cc1 (stereo unspecified),4,/,1,/,-4,2,/,-9
Nc1cc(Cl)ccc1N1CCCC1,/,0,/,-2,/,/,1,3
O=C(C[C@H]1C(=O)N(c2ccccc2)C[C@@H]1Cc1ccccc1)Nc1ccc(Br)cc1,/,-10,2,9,-1,27,18,/
CO[C@H]1CN(C)C(=O)c2ccc(NC(=O)Nc3cccc(F)c3)cc2OC[C@@H](C)N(C)C[C@H]1C,/,-1,-8,1,4,-3,3,-2
Cc1ccc(C(C(=O)NC2CCCC2)N(Cc2cccs2)C(=O)c2csnn2)o1 (stereo unspecified),-6,-5,-11,-2,3,9,/,1
Cc1cccc(S(=O)(=O)N(C)C[C@H]2OCc3ccccc3-c3ccccc3C(=O)N([C@@H](C)CO)C[C@@H]2C)c1,-8,-34,0,/,0,9,13,4
O=C(CCC(=O)N(CC(=O)NC1CCCCC1)c1ccc(F)cc1)Nc1nccs1,/,7,3,5,-4,18,-4,4
CC=Cc1ccc2n(c1=O)C[C@H]1[C@H](CO)[C@@H](C(=O)NCC3CC3)N(C(=O)CC3CC3)[C@@H]21 (mixture of isomers),/,6,-5,5,-1,1,5,-7
Cc1noc(C)c1S(=O)(=O)N(C)C[C@H]1OCCCC[C@@H](C)Oc2ccc(NS(=O)(=O)c3cccs3)cc2C(=O)N([C@@H](C)CO)C[C@H]1C,-10,-2,-4,29,-3,/,-4,-2
CC(C)Oc1ccc(CNC(=O)C2CCN(C(=O)N3CCOc4ccccc43)CC2)cc1,-15,/,2,12,-1,2,5,2
COc1cc(C(=O)Nc2nnc(C)s2)c([N+](=O)[O-])cc1OC,/,16,/,8,/,/,0,-6
COc1ccc(C)c2sc(N(CCCN(C)C)C(=O)c3ccc(S(=O)(=O)N4CCc5ccccc5C4)cc3)nc12,22,189*,12,?,-3,-35,-9,5
CCOC(=O)C1=C(C)Nc2nc(=S)[nH]n2C1c1ccc(Cl)cc1 (stereo unspecified),0,/,-1,/,2,39,/,2
CO[C@@H]1CN(C)C(=O)c2cc(NS(=O)(=O)CC(F)(F)F)ccc2OC[C@@H](C)N(Cc2nccs2)C[C@H]1C,-3,12,/,/,/,0,-32,/
COc1ccc(-n2c(SCC(N)=O)nnc2-c2ccc(NS(=O)(=O)c3ccc(C)cc3)cc2)cc1,10,/,-2,/,1,-1,/,14
CCOC(=O)Nc1ccc2c(COC(=O)CNS(=O)(=O)c3ccc(NC(C)=O)cc3)cc(=O)oc2c1,-1,5,1,-10,3,15,-1,/
COC(=O)[C@H]1[C@H](CCc2ccccc2)NC(=O)N(Cc2ccccc2)[C@@H]1C,13,-17,-2,-3,6,21,-10,2
O=P(O)(c1ccc(Cl)cc1)c1ccc(Cl)cc1,-9,/,-1,/,-4,-6,/,/
CCn1c(=O)n(CC)c2cc(S(=O)(=O)Nc3cc(C)cc(C)c3C#N)ccc21,0,9,3,/,-2,7,-23,1
N/C(=N\OC(=O)CN1C(=O)c2ccccc2C1=O)c1ccc(Cl)cc1,/,10,/,-13,/,/,-32,-6
SMILES,PGC1a acetyl inh,GSIS activator,Cneo AK release,PAX8 reporter,PglD DTNB,Statin myotox sup,LGR2 inh,ARNT TACC3 PPI
CCC(=O)Nc1ccc2c(c1)C(=O)N(C)C[C@@H](OC)[C@@H](C)CN(Cc1ccccc1OC)[C@H](C)CO2,/,-7,-11,-3,0,2,11,-6
O=C(N/N=C/c1ccc(O)cc1)c1cccc(N/N=C/c2ccc(O)cc2)c1,-5,-3,3,-40,-1,0,-23,/
COc1ccc(S(=O)(=O)N(C(=O)c2ccco2)c2cc3sc(=O)oc3c3ccccc23)cc1,/,-4,/,-8,/,/,17,29
C[C@H](CO)N1C[C@H](C)[C@@H](CN(C)CC2CCCCC2)OCc2cn(nn2)CCCC1=O,1,5,-2,/,0,-18,2,1
CCC(CC)C(=O)Nc1ccc(C)cc1O,8,0,/,15,/,/,14,-6
O=C(CSc1nnnn1C1CC1)N1CCN(c2cccc(Cl)c2)CC1,2,-20,1,15,0,-3,7,-2
COc1cc(C(=O)NCc2nnc(SCC(=O)N3CCCC3)o2)cc(OC)c1OC,-2,10,1,2,-2,3,-6,1
Cc1ccc(S(=O)(=O)N2CCCCC2)cc1NC(=O)c1ccc(Br)o1,2,-6,/,9,/,-14,10,/
NS(=O)(=O)c1ccc(NC(=O)c2ccc3c(c2)CCN3S(=O)(=O)c2ccccc2)cc1,1,6,1,23,-3,-26,12,-4
CN1CCN(C(=O)/C=C/c2cccc(Cl)c2)CC1,/,-1,3,-10,-3,0,1,/
COc1ccc(S(=O)(=O)N2CCN(C(=O)/C=C/c3ccco3)CC2)cc1,3,7,-3,4,7,-3,-10,7
CCOc1ccc2oc(C(=O)OCC(=O)NC3CCCCC3)c(C)c2c1,/,9,-1,1,-3,2,-8,-5
O=C(NNC(=O)c1ccccc1)C(=O)N1CCCCC1,4,0,2,-5,1,/,/,-2
O=C(C[C@@H]1C=C[C@@H](NS(=O)(=O)c2ccccc2)[C@H](CO)O1)NCc1ccccc1F,0,-12,2,-6,5,2,0,-5
O=C(CCl)NNc1nc(-c2ccccc2)c2cc(Cl)ccc2n1,-20,/,-1,-15,-6,16,/,-14
COc1ccc(NC(=O)CCNC(=O)c2ccc([N+](=O)[O-])cc2)cc1S(=O)(=O)N1CCOCC1,-12,8,0,/,-3,-16,-5,0
CCOc1cccc2cc(-c3nnc(NCc4ccc5c(c4)OCO5)s3)c(=O)oc12,19,19,3,29,3,-258,-26,-4
CCOC(=O)C1CCCN(CC(=O)Nc2c(C(=O)OC)[nH]c3ccccc23)C1 (stereo unspecified),2,/,1,/,0,-2,/,-8
O=C(c1ccc2c(c1)OCO2)N1CCN(C(=O)c2ccco2)CC1,-2,-4,/,/,/,34,-3,1
O=C1c2ccccc2C(=O)c2c1ccc1c(=O)n(-c3ccccc3)[nH]c21,-5,-21,-18,/,-5,/,-11,1
